Screens from PubChem.
Cneo AK release: causes C. neoformans cell lysis; lysis activity, % at 15 µM; 360,000 compounds, 0.2% hits; AID 651654; adenylate kinase release luminescence, 4 h; normalised: neutral wells 0, clomiphene wells 100;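 active means mean lysis activity across replicates of at least 80%, whatever share of replicates individually reach that level; inactive means mean lysis activity below 80%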
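Test system: log-phase Cryptococcus neoformans yeast cells; Quantity: yeast cell density of 5 × 10^6 cells/mL; Buffer or medium: YPD; Doses: single compound concentration per well; Timing: 4 h at 37 °C static, read 1 h later; Measured by: AK luminescence; Read-out basis: lysis from increased AK signal; Control set: Clomiphene as positive control.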
SIRT5 inh: blocks human SIRT5 desuccinylation of peptide; Q9NXA8; Purified SirT5, succinyl-peptide AMC, trypsin-coupled fluorescence; inhibition, % at 15 µM; 330,000 compounds, 1.1% hits; AID 652115; in the data active means inhibition above about 15%; inconclusive means no clear call, values can overlap the other calls
LGR2 antag: blocks bursicon-induced cAMP signaling via Drosophila LGR2. HEK293 LGR2, CRE-luciferase, bursicon-stimulated, 4 h. inhibition, % at 9.99 µM. 380,000 compounds, 0.35% hits;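 active means drop in luminescence signal, shown as inhibition above about 50% in the replicate tests, limit read from the data, passing the limit was not always enough; inconclusive means probably only some replicates passing the limit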;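 further: agonist challenge used bursicon conditioned medium at about half maximal strength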
ERAP1 HTS inh: blocks human ERAP1 aminopeptidase activity; inhibition, % at 10.7 µM; recombinant ERAP1, Leu-AMC fluorescence, 60 min; AID 652197; 340,000 compounds, 0.15% hits;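 active means mean replicate inhibition of at least 30%, or all replicates individually reaching that 30% level; inactive means mean below 30% and not every replicate reaching it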;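 further: 0% = neutral control wells and 100% = L-leucinethiol positive control wells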
Target sequence (Q9NZ08 whole entry, looked up): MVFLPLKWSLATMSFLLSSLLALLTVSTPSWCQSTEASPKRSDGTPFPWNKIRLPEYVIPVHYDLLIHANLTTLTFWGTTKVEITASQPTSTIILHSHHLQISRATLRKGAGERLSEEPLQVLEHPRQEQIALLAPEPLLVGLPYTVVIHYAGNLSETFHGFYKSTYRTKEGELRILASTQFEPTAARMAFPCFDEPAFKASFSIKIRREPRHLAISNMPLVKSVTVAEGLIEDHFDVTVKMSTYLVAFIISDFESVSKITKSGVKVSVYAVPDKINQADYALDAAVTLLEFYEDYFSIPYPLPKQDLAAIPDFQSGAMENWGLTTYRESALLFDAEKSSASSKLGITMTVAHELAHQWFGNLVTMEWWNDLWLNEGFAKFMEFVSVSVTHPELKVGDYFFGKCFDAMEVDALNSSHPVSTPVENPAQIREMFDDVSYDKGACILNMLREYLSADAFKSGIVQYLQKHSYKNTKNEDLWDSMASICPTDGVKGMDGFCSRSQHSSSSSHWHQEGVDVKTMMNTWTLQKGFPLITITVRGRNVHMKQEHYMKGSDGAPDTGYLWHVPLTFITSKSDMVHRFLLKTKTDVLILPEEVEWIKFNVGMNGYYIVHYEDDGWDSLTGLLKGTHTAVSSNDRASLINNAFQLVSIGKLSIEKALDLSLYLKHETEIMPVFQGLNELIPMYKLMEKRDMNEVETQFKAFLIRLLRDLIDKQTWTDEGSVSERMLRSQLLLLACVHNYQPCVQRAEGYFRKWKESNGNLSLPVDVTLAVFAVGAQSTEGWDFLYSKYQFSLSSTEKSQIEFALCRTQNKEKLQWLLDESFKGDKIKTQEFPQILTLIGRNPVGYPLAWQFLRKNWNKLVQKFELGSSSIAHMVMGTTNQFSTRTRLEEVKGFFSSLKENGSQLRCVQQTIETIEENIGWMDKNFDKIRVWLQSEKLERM
PGC1a acetyl inh: modulators of PGC1a acetylation; U2OS PGC1a acetylation, AlphaScreen anti-acetyl-lysine; with virally co-expressed GCN5 acetyltransferase; inhibition, % at 15.6 µM; 350,000 compounds, 0.17% hits;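 active means every replicate shows inhibition of at least 40%; inconclusive means mean inhibition at least 40% but some replicate below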;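 further: 0% = neutral control wells and 100% = positive control wells; some results beyond the cut were filed as inactive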
S100A4 inh HTS: blocks human S100A4 binding to myosin IIA peptide; 360,000 compounds, 0.14% hits; S100A4/TAMRA-MyoIIA peptide fluorescence polarization; inhibition, % at 10.7 µM; P26447;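 active means mean inhibition of at least 70% across replicates, with every replicate also reaching that level; inconclusive means mean inhibition reaches 70% but some replicates fall short; inactive means mean inhibition below 70%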
Target sequence (P26447 whole entry, looked up): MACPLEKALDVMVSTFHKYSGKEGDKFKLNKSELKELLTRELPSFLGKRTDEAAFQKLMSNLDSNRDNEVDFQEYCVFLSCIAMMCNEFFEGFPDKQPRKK
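Assay system: human S100A4 monomer with TAMRA-labelled myosin IIA peptide / Buffer or medium: Calcium-containing HEPES buffer, pH 7.2 / Reagent: TAMRA-labelled myosin IIA heavy-chain peptide probe, 5 nM / Compound: one dose per compound / Timing: polarization read 5 min after assay mix addition, stable 5–60 min / Benchmarks: neutral control DMSO, positive control TFP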
Xi reactivation: X-chromosome reactivation activator; XiGFP mouse fibroblasts, % GFP-positive cells imaging, 3 d; cells co-treated with 5-aza-dC sensitizer; scaled so ellipticine positive control = 100%; 360,000 compounds, 0.055% hits; activation, % at 7.58 µM; AID 743238;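 active means mean normalized replicate activation at least 10% and every replicate at or above 10%; inconclusive means only one of the two criteria met; inactive means mean below 10% and not all replicates reach 10%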;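 further: 0% = median of on-plate neutral control wells and 100% = ellipticine 6 µM median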
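Material: SV40-immortalized XiGFP fibroblast cells, line 68-5-11 | Buffer or medium: DMEM containing 5-aza-dC | Dosing: One concentration, pinned | Times: 3 d treatment, 15 min room-temperature fixation | Controls: Ellipticine 6 µM positive control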
C2C12 statin: suppression of simvastatin myotoxicity. C2C12 myotubes + simvastatin, ATP luminescence, 48 h; scaled: DMSO 0, geranylgeraniol control 100. rescue of ATP level, % at 7.49 µM. 330,000 compounds, 0.78% hits;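 active means mean ATP rescue above about 67%, or every replicate alone reaching that limit, limit read from the data, passing the limit was not always enough; inconclusive means no clear call, values can overlap the other calls; inactive means mean under the limit and some replicate under it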;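 further: myotubes were challenged with 10 µM simvastatin during compound exposure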
An asterisk follows results filed as active; ? = inconclusive; . = not tested or not shown. The list is partial; the hit share may differ from the screen's.

SMILES	Cneo AK release	SIRT5 inh	LGR2 antag	ERAP1 HTS inh	PGC1a acetyl inh	S100A4 inh HTS	Xi reactivation	C2C12 statin
COc1ccc2c3c([nH]c2c1)[C@@H](CO)N(C(=O)Cc1ccccc1)CC31CN(C(=O)Nc2ccccc2F)C1	.	2.7	-11.2	0.2	5.9	-10.6	0.3	.
COCC(=O)Nc1ccc2c(c1)OCC(=O)N2Cc1ccc(C)cc1	2.8	-18.3	-16.6	-1.4	-5.9	-2.1	0.0	-14.0
Cc1ccc(-c2noc(C3CCN(S(=O)(=O)c4ccc5c(c4)OCCO5)CC3)n2)o1	.	-0.6	8.7	2.1	-16.0	-2.8	.	14.9
Cn1cnnc1SCC(=O)OCN1C(=O)c2ccccc2C1=O	2.9	.	21.9	.	1.1	.	.	-6.6
CCCc1cc(=O)[nH]c(SCC(=O)Nc2cc(S(=O)(=O)N3CCCCC3)ccc2C)n1	1.3	-0.9	.	-4.4	.	-2.0	0.2	6.5
O=C(NC(=S)NNC(=O)c1cccs1)c1ccccc1	5.0	1.9	3.1	1.6	.	-11.0	0.1	-3.6
C[C@H](CO)N1C[C@H](C)[C@H](CN(C)CC2CCCCC2)Oc2ccc(NS(=O)(=O)c3cccs3)cc2C1=O	13.5	-0.9	-10.3	-1.1	.	-7.0	0.1	-0.4
C[C@@H]1CN([C@@H](C)CO)C(=O)c2cc(-c3ccccc3)cnc2O[C@@H]1CN(C)C(=O)c1ccccn1	-2.6	9.3	-9.7	-0.2	10.4	14.2	-1.0	1.5
O=C(NCCc1ccccc1Cl)[C@@H]1CCCN1C(=O)[C@@H](NS(=O)(=O)c1ccc(F)cc1F)c1ccccc1	.	3.6	-7.6	4.3	.	-1.4	0.2	.
CN1C(=O)c2cc(NC(=O)c3cscn3)ccc2OC[C@@H]2O[C@H](CC(=O)NCC3CC3)CC[C@@H]21	1.5	.	-0.3	.	11.6	.	-0.2	-16.1
Cc1cc(N2CCN(CC(C)(C)O)C[C@@H]2C)ccc1N1CCN(Cc2ccccc2)[C@@H](C)C1	.	4.1	4.8	1.2	.	0.0	0.2	.
CC1CCCC(NC(=O)CNCc2ccccc2F)C1C (configuration not stated)	.	-1.0	-24.2	7.1	-4.1	-2.9	0.3	5.7
CCC(=O)N1[C@@H]2c3cccc(=O)n3C[C@H]1[C@H](CO)[C@H]2C(=O)NC1CCCCC1	0.7	-0.7	-5.5	-1.2	.	8.0	0.1	24.7
C[C@H](CO)N1C[C@H](C)[C@H](CN(C)C(=O)C2CC2)Oc2ncc(C#CCc3ccccc3)cc2C1=O	-10.0	-6.5	6.7	0.1	-2.9	3.7	-0.9	-34.7
CCn1cc(/C=N/NC(=O)c2ccc(C#N)cc2F)c2ccccc21	0.0	.	0.4	.	-10.0	.	.	-49.3
CC(=O)c1cccc(NC(=O)Cn2cnc(S(=O)(=O)N3CCCC3)c2)c1	4.8	-5.5	4.2	-0.1	2.4	10.1	0.2	23.3
CC1(C(=O)NS(=O)(=O)c2ccc(Cl)s2)CCN1C(=O)Cc1cc(F)ccc1F (configuration not stated)	1.4	-3.8	4.5	0.4	8.7	-8.6	-0.1	7.9
CC(Sc1nc2c(cc1C#N)CCCCC2)C(=O)O (configuration not stated)	.	6.9	10.5	0.4	.	-0.9	0.0	.
CC(C)NS(=O)(=O)c1ccc(OCC(=O)N2CCCC2)c(Cl)c1	0.6	.	7.4	.	9.0	.	.	2.2
CC=Cc1ccc2n(c1=O)C[C@@H]1[C@@H](CO)[C@H](C(=O)NCC3CC3)N(Cc3ccncc3)[C@H]21 (mixture of isomers)	-1.6	-8.3	0.2	2.6	.	-1.2	0.6	-22.9

Record cards, from the list above. Order of values: Cneo AK release | SIRT5 inh | LGR2 antag | ERAP1 HTS inh | PGC1a acetyl inh | S100A4 inh HTS | Xi reactivation | C2C12 statin
CN1C(=O)c2cc(NC(=O)c3cscn3)ccc2OC[C@@H]2O[C@H](CC(=O)NCC3CC3)CC[C@@H]21 is entered as 1.5 | . | -0.3 | . | 11.6 | . | -0.2 | -16.1
Cc1ccc(-c2noc(C3CCN(S(=O)(=O)c4ccc5c(c4)OCCO5)CC3)n2)o1 is entered as . | -0.6 | 8.7 | 2.1 | -16.0 | -2.8 | . | 14.9
CC(=O)c1cccc(NC(=O)Cn2cnc(S(=O)(=O)N3CCCC3)c2)c1 is entered as 4.8 | -5.5 | 4.2 | -0.1 | 2.4 | 10.1 | 0.2 | 23.3
CCCc1cc(=O)[nH]c(SCC(=O)Nc2cc(S(=O)(=O)N3CCCCC3)ccc2C)n1 is entered as 1.3 | -0.9 | . | -4.4 | . | -2.0 | 0.2 | 6.5

Next part:
SMILES	Cneo AK release	SIRT5 inh	LGR2 antag	ERAP1 HTS inh	PGC1a acetyl inh	S100A4 inh HTS	Xi reactivation	C2C12 statin
CN(CC(=O)Nc1ccc(Cl)c(C(F)(F)F)c1)C(=O)CCNC(=O)c1ccco1	3.7	-2.9	3.4	-0.2	-4.0	0.4	-0.3	-18.4
O=C(C[C@H]1CC[C@@H]2[C@H](COC[C@H](O)CN2C(=O)Nc2cc(Cl)cc(Cl)c2)O1)N1CCCCC1	0.6	0.3	0.5	-1.8	-4.3	1.9	0.0	-3.8
CCCNC(=O)C1(C)CCN(Cc2ccc(OC)c3ccccc23)C1 (configuration not stated)	5.3	.	-2.1	-2.1	5.5	-0.1	0.2	7.6
CCCNC(=O)Nc1ccc2c(c1)OC[C@H](C)N(Cc1cccnc1)C[C@H](C)[C@@H](OC)CN(C)C2=O	.	0.6	-19.9	-0.9	0.5	-5.5	-0.1	.
CNC[C@H]1OCCCC[C@@H](C)Oc2ccc(NC(=O)NC(C)C)cc2C(=O)N([C@@H](C)CO)C[C@H]1C	-1.1	2.9	-23.3	-1.8	-16.4	-3.6	0.4	.
Cc1ccc(S(=O)(=O)N(C)c2ccc(OC(=O)CN3C(=O)NC4(CCCC4)C3=O)cc2)cc1C	-2.3	-4.8	-7.3	1.9	.	-1.8	-0.1	2.2
Cc1cc(=O)n2c3ccccc3n(CC(O)CN3CCCC3)c2c1C#N (configuration not stated)	-0.9	-1.3	-9.7	6.3	-5.0	-4.2	.	4.1
CCC(Cc1ccccc1)NS(=O)(=O)c1ccc2c(c1)NC(=O)CS2 (configuration not stated)	-0.4	-1.7	3.0	-5.4	2.7	-8.1	0.0	24.7
Cc1cc(C)cc(NC(=S)NCc2ccc3c(c2)OCO3)c1	35.2	-3.8	10.7	0.9	-12.6	-0.8	.	.
CN(c1ccccc1)C(c1ccc(F)cc1)c1nnnn1C1CCCC1 (configuration not stated)	3.1	-0.4	-3.0	0.6	-33.9	-5.4	.	-20.7
CCc1cccc(C)c1NC(=O)CSc1nc(C)c(C)o1	4.8	-6.3	2.1	-0.2	-10.7	-0.7	0.0	.
COc1ccccc1C(=O)Nc1ccc2nc3n(c(=O)c2c1)CCCC3	-2.8	-0.2	-47.4	1.4	-5.3	-5.7	0.1	-6.8
CC1C(c2ccc3c(c2)OCO3)c2cc3c(cc2OC1N1CCOCC1)OCO3 (configuration not stated)	.	-3.4	.	-3.8	.	-2.2	-0.1	.
Cc1ccccc1S(=O)(=O)NC(=O)C1(C)CCN1C(=O)C(C)(C)c1ccccc1 (configuration not stated)	-0.1	-0.9	5.5	-1.2	.	-3.3	0.5	17.3
CCCCC(=O)Nc1nnc(SCC(=O)NC2CC2)s1	.	-2.9	21.9	5.4	.	2.0	0.2	-0.5
O=C(NCCS(=O)(=O)N1CCN(Cc2ccccc2)CC1)c1ccc(F)cc1	-1.6	-0.5	-7.9	-1.1	.	-7.0	0.2	-4.8
COc1ccccc1C(c1nnnn1C(C)(C)C)N1CCCCCC1 (configuration not stated)	9.4	.	-15.8	.	-9.3	.	.	3.1
Cc1ccc(S(=O)(=O)N2C[C@@H](O)COC[C@@H]3O[C@@H](CC(=O)NCc4ccc(Cl)c(Cl)c4)CC[C@H]32)cc1	40.0	1.8	-10.4	0.0	2.3	5.0	0.1	-20.6
O=C(Nc1nccs1)[C@@H]1[C@@H](CO)[C@@H]2Cn3c(cccc3=O)[C@H]1N2C(=O)C1CCCCC1	.	-0.5	1.6	-2.4	-0.3	9.6	0.5	.
O=C(Nc1ccc(F)cc1)Nc1ccccc1NS(=O)(=O)c1cccs1	-0.6	1.9	23.0	-6.1	-6.9	1.7	0.0	.
Cc1cc(C)n2nc(C(=O)NC(c3ccccc3)c3ccccc3)nc2n1	.	.	9.3	4.2	-8.8	14.4	-0.1	.
O=c1[nH][nH]c2c1[C@@H](c1ccc(F)cc1)O[C@H](CCOCc1ccccc1)C2	.	1.3	-0.9	-2.3	.	27.8	0.1	.
Cc1ccc(N(C(=O)c2snc(C(N)=O)c2N)C(C(=O)NC2CCCC2)c2ccc(C)o2)cc1 (configuration not stated)	-1.4	0.9	0.9	-3.6	-29.8	-1.1	0.0	20.5
COc1ccc(NC(=O)Nc2cccc3c2O[C@@H](CN(C)CC2CCCCC2)[C@H](C)CN([C@@H](C)CO)C3=O)cc1	0.8	2.8	6.6	-3.7	-10.7	-5.3	4.8	16.6
C[C@H](CO)N1C[C@H](C)[C@@H](CN(C)Cc2ccncc2)Oc2ccc(NC(=O)c3ccncc3)cc2C1=O	-1.7	0.1	.	-1.0	7.4	-6.7	-1.1	8.5
O=C(COC(=O)c1ccc(Cl)c([N+](=O)[O-])c1)NC1CCCC1	-1.0	-1.9	-21.9	-0.8	-6.4	-4.0	0.3	-0.3
CN(CCOc1ccc(Br)cc1)CC(O)COc1ccc(C#N)cc1 (configuration not stated)	-1.3	1.8	-2.6	-3.4	.	-6.0	0.3	-7.2
COc1ccccc1NC(=O)N[C@@H](Cc1c[nH]c2ccccc12)C(=O)NN	-1.2	-4.0	-3.7	2.0	-10.6	2.0	-0.1	2.9
CCOc1ncccc1C(=O)N(CC)CC(=O)NCc1ccc(Cl)cc1	-4.5	5.1	13.3	-0.7	.	-2.7	0.6	16.5
COc1ccc(CN(C)C[C@@H]2Oc3ccc(NC(=O)Cc4ccccc4)cc3CC(=O)N([C@@H](C)CO)C[C@@H]2C)cc1	-1.2	4.2	1.3	4.2	0.6	5.3	-0.6	0.4
O=C(c1ccc(Cl)c(Cl)c1)N1CCC(=O)N(C(COCc2ccc(Cl)cc2)Cc2ccccc2)CC1 (configuration not stated)	3.5	-4.1	.	-2.8	-0.5	-0.1	-0.1	19.2
O=C(C1CCN(S(=O)(=O)c2ccccc2)CC1)N1CCc2ccccc21	6.0	-2.6	13.3	-1.1	.	-5.1	0.0	-3.0
CSc1ncccc1C(=O)NC1CCCCCC1	.	1.0	11.8	2.4	.	-3.2	0.0	.
CO[C@@H]1CN(C)C(=O)c2ccc(NC(=O)c3ccccc3)cc2OC[C@H](C)N(C(=O)C2CC2)C[C@@H]1C	61.9	.	-3.8	.	-11.7	.	-0.2	-0.7
CC(C)Sc1nc2ccccc2n1CC(=O)NCc1ccc2c(c1)OCO2	-0.1	-2.9	-14.5	1.7	-23.1	0.9	.	?
Cc1nn(-c2ccccc2)c(Cl)c1C(=O)OCC(=O)N(C)c1c(N)n(Cc2ccccc2)c(=O)[nH]c1=O	.	-5.0	-5.8	1.7	.	-3.3	0.0	1.4
